RXFP1 antagonist = antagonists of human relaxin receptor RXFP1. activity change, negative = inhibition, % at 57.5 µM. Q9HBX9. 350,000 tested, 0.59% active. HEK293-RXFP1, relaxin-stimulated cAMP HTRF, 30 min; stronger effect = lower value;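 active means activity change of -60% or lower, but not beyond a set lower limit; inconclusive means change between -60% and -40%, or beyond the set limit; inactive means change above -40%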; further: on the % scale 0 is the no-effect control and ±100 the full control effect
BLM helicase inh = inhibitors of human Bloom syndrome helicase BLM | recombinant BLM DNA unwinding, fluorescence dequenching | AID 2528 | Potency, µM (titrated, usually from 56.1 µM), for the others: at the highest dose activity change, negative = inhibition, hits mostly inhibitors | 350,000 tested, 0.2% active | P54132;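 further: potency means the concentration at half of the fitted maximal effect; plate controls were vehicle for no effect and no enzyme for full effect; nearly all actives have a fitted effect of over 35% in size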
APEX1 inh = blocks human APE1 abasic DNA cleavage. P27695. recombinant APE1, TAMRA/BHQ-2 abasic DNA cleavage fluorescence. Potency, µM (series often up to 65.8 µM), for inactives: at the highest dose activity change, negative = inhibition, actives largely listed as inhibitors. 350,000 tested, 0.35% active. AID 2517;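 further: potency means the concentration at half of the fitted maximal effect; plate controls were vehicle for no effect and reference inhibitor for full effect; nearly all actives have a fitted effect of over 55% in size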
Target sequence (P27695 whole entry, looked up): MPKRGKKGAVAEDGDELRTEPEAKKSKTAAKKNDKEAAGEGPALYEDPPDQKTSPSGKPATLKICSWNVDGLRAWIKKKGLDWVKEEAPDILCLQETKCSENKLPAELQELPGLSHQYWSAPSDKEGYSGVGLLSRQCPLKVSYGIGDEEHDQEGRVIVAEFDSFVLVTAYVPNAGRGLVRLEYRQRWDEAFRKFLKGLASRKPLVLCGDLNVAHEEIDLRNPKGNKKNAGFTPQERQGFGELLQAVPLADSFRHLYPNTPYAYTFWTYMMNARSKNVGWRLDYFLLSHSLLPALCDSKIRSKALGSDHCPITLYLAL
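Activity was derived from the fluorescence gain between first and third kinetic reads (60 s intervals, ex 525/em 598 nm) after 50 nM THF-abasic TAMRA/BHQ-2 duplex was added to 0.75 nM APE1 preincubated 15 min with compound.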
Pol kappa inh = inhibitors of human DNA polymerase kappa; purified Pol kappa, fluorescent DNA synthesis assay, 10 min; Potency, µM (series often up to 107 µM), for the others: at the highest dose activity, negative = inhibition, actives largely listed as inhibitors; 400,000 tested, 0.53% active; AID 588579; further: potency means the concentration at half of the fitted maximal effect; on the % scale 0 is the no-effect control and ±100 the full control effect
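Kinetic fluorescence readout at 0 and 10 min followed reaction start with substrate at 50 nM final. Beforehand, enzyme (10 nM Pol kappa) stood 15 min with compound at room temperature; buffer-only wells were negative controls.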
Pol eta inh = DNA polymerase eta (human) inhibition; 390,000 tested, 1.2% active; Potency, µM (titrated, usually from 114 µM), for the others: at the highest dose activity change, negative = inhibition, usual class: inhibitors; recombinant Pol eta, fluorescent DNA replication assay; AID 588591; further: potency means the concentration at half of the fitted maximal effect; on the % scale 0 is the no-effect control and ±100 the full control effect
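Pol eta at 10 nM preincubated with compounds 15 min at room temperature; reaction started with fluorescent substrate (50 nM final) and read kinetically at 0 and 10 min.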
Pol iota inh = blocks human DNA polymerase iota activity; Pol iota fluorescent replication assay, 10 min; Potency, µM (series often up to 115 µM), without a hit: top-dose activity, negative = inhibition, usual class: inhibitors; AID 588590; Q9UNA4; 390,000 tested, 1% active; further: potency means the concentration at half of the fitted maximal effect
Target sequence (Q9UNA4 whole entry, looked up): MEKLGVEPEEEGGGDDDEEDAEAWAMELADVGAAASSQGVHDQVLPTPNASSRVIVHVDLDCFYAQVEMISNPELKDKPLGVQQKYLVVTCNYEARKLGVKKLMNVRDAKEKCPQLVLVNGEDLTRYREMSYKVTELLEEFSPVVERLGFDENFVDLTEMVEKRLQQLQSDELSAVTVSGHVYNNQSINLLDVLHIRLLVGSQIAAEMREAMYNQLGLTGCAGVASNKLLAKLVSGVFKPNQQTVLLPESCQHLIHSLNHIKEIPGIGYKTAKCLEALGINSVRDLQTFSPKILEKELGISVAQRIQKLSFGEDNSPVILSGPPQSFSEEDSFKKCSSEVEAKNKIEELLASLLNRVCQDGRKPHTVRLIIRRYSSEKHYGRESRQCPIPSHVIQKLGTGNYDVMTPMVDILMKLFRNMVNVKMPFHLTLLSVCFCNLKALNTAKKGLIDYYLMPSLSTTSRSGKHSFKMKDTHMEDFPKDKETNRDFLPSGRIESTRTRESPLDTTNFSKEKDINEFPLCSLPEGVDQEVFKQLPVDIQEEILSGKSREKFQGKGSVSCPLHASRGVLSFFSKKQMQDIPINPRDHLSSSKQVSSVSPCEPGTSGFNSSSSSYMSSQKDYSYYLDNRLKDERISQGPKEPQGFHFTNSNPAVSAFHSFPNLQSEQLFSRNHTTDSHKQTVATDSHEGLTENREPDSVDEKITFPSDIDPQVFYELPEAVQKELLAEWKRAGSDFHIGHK
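Pol iota at 10 nM preincubated 15 min with compounds at room temperature; reaction started with fluorescent substrate, 50 nM final. Fluorescence read kinetically at 0 and 10 min; buffer-only wells as negative control.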
PGK inhibitor = T. brucei PGK inhibition. P07378. Potency, µM (top dose mostly 57.5 µM), for the others: top-dose activity change, negative = inhibition, hits mostly inhibitors. PGK/GAPDH coupled, Kinase-Glo luminescence, 60 min. 380,000 tested, 0.043% active; further: potency means the concentration at half of the fitted maximal effect; on the % scale 0 is the no-effect control and ±100 the full control effect; nearly all actives have a fitted effect of over 60% in size
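Luminescent ATP detection (Kinase-Glo Plus) follows a 60-minute room-temperature incubation, with wells lacking PGK as controls. Buffer: 100 mM TEA (pH 7.6), 5 mM MgCl2, 0.01% Tween-20. Coupling enzyme GAPDH (100 nM final) supplies unstable 1,3-BPG in-well.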
Apoferritin bind = binds horse apoferritin like a general anesthetic. P02791. apoferritin/1-aminoanthracene competitive binding, fluorescence. Potency, µM (highest dose often 77.5 µM), for the others: at the highest dose activity change, negative = displacement, most hits filed as inhibitors. 350,000 tested, 0.074% active. AID 485281; further: potency means the concentration at half of the fitted maximal effect; on the % scale 0 is the no-effect control and ±100 the full control effect; nearly all actives have a fitted effect of over 20% in size
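Apoferritin-based anesthetic binding model; compound displacement of fluorescent 1-AMA measured as endpoint fluorescence after 10 minutes at room temperature, scaled to free-ligand and complex controls.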
Pol beta inh = DNA polymerase beta (human) inhibition. Pol beta primer extension/strand displacement, fluorescence kinetic. Potency, µM (top dose mostly 114 µM), for the others: at the top dose activity change, negative = inhibition, actives largely listed as inhibitors. 340,000 tested, 1.3% active. P06746; further: potency means the concentration at half of the fitted maximal effect; on the % scale 0 is the no-effect control and ±100 the full control effect
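Human Pol beta at 10 nM; strand-displacement substrate 50 nM final. Compound exposure 15 min at room temperature before start, reaction 10 min at room temperature.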
The depositor's hits bear a star; i = inactive; ? = inconclusive; / = not tested or not shown; [ ] = dose if it differs, or a comment. Unless noted, the call rests on the fitted dose curve; in most records, active means well fitted curve in the direction sought with a large enough effect; inconclusive means small, poorly fitted or top-dose-only effect, or another doubt; inactive means no such curve, though single readings can be large; an effect the other way counts as inactive or inconclusive. Only part of the results is shown (hit frequency here may not be typical).

SMILES	RXFP1 antagonist	BLM helicase inh	APEX1 inh	Pol kappa inh	Pol eta inh	Pol iota inh	PGK inhibitor	Apoferritin bind	Pol beta inh
CC(=O)/C(C#N)=C1\NC(=O)C(Cc2ccc(F)cc2)S1 (stereo not given)	-13	-2%	2%	-5%	-11%	-7%	10%	1%	1%
COc1ccc(-c2cc(C(=O)NCC3CCCO3)c3ccccc3n2)cc1 (stereo not given)	4	-5%	?	2%	-10%	45%[activator]	2%	-16%	-1%
CCc1sc(C(=O)Nc2cccc(-n3cnnn3)c2)cc1C	-5	/	-4%	-2%	-17%	-1%	-8%	/	/
Cc1ccc(/C=N\NC(=O)CCc2n[nH]c(=O)[nH]c2=O)o1	-3	0%	3%	-6%	-8%	-21%	/	-2%	-10%
Cc1cc(C(=O)COC(=O)CN(C)S(=O)(=O)c2ccc(Cl)cc2)c(C)n1CC1CCCO1 (stereo not given)	-3	-6%	-2%	3%	2%	18%	-1%	-11%	12%
Cc1ccc(NC(=O)Cn2ncc(Cl)c(Cl)c2=O)cc1S(=O)(=O)N1CCCCC1	-11	/	-23%	?	-11%	50µM*	-1%	/	/
Cn1cc(C(=O)Nc2ccccn2)c(=O)c2ccccc21	-6	2%	15%	-17%	-17%	47%[activator]	8%	-2%	-10%
CCC(CC)NC(=O)COC(=O)c1cc(SC)ccc1Cl	-12	-3%	16%	-2%	6%	17%	5%	-13%	0%
Cc1cc(=O)oc2c(C)c(OCC(=O)N(C)C)ccc12	-4	5%	11%	-2%	-14%	18%	-9%	2%	27%
CCCCOc1ccc(S(=O)(=O)NC(=O)NCc2ccc(OCCC)cc2)cc1	-15	-6%	-4%	-6%	-6%	16%	-8%	-14%	32%
CCOC(=O)C(NC(=O)c1cccc(Cl)c1)(Nc1nnc(C)s1)C(F)(F)F (stereo not given)	10	-2%	1%	-2%	-18%	20%	-8%	-11%	39%
CCOc1cc(Cl)c(S(=O)(=O)NCCCn2ccnc2)cc1Cl	-4	-4%	21%	1%	-17%	30%	-10%	?	-1%
O=C(CN1C=NS(=O)(=O)c2ccccc21)Nc1ccccc1F	5	-2%	/	-5%[60.1 µM]	3%	0%	i	-3%	17%
O=C(Nc1nnc(CSCc2ccc(Cl)cc2)s1)c1cccc([N+](=O)[O-])c1	-4	-2%	21%	-10%	-13%	168%[activator]	-3%	-4%	31%
CCCCOC(=O)C(NC(=O)c1ccccc1)=C(C)C	-6	0%	9%	1%	-2%	15%	0%	-10%	-16%
CCN1CCc2c(sc3c2c(NCc2ccco2)nc2nnnn23)C1	-7	-13%	-3%	-1%	?	1%	i	3%	47%
CCC1(c2ccc(F)cc2)NC(=O)N(CC(=O)NCC(=O)Nc2cccc(C)c2C)C1=O (stereo not given)	-79*	/	0%	4%	8%	18%	-2%	/	/
Cc1ccc2nc(-c3ccc(S(=O)(=O)N4CCOCC4)cc3)cn2c1	/	1%	1%	/	/	/	/	-5%	-2%
COc1ccc(NC(C)=O)cc1S(=O)(=O)NC1CCSc2ccccc21 (stereo not given)	-1	-8%	25%	2%	-6%	-26%	0%	-1%	-1%
O=C(Nc1ccncc1NC(=O)c1cccc([N+](=O)[O-])c1)c1cccc([N+](=O)[O-])c1	-7	-11%	-10%	7%	-5%	11%	-3%	3%	?
CC1CCN(S(=O)(=O)c2ccc3c(c2)CCN3C(=O)Nc2ccc(Br)cc2F)CC1	-12	-1%	/	13%	/	39%[activator]	/	-2%	21%
Cc1ccc(C(=O)NCCCN2CCOCC2)cc1N1CCCC1=O	1	-2%	-1%	-4%	-11%	15%	2%	-3%	33%
CCNC(=O)CSc1ncnc2sccc12	-3	-28%	14%	-17%	22µM*	?	-3%	-2%	?
O=C(N/N=C/c1ccncc1)c1cc(-c2ccc(Br)s2)[nH]n1	-24	0%	39%[activator]	-21%	79µM*	?	-2%	?	22µM*
COC(=O)c1c(C)oc2ccc(N(C(=O)c3ccncc3)S(=O)(=O)c3ccc(C)cc3C)cc12	3	-10%	-7%	-8%	-9%	/	i	-10%	-16%
CCOC(=O)/C(C#N)=C/Nc1cc(C(C)(C)C)sc1C(C)=O	-13	-3%	-3%	0%	-10%	9%	-10%	-10%	-1%
O=[N+]([O-])c1ccc(Oc2cccc3cccnc23)c(Cl)c1	-1	-6%	26%	-7%	-6%	63%[activator]	-9%	?	-9%
C=CCc1cc(C)ccc1OCCOCCC(C(=O)OCC)C(=O)OCC	-21	-11%	0%	-15%	-9%	319%[activator]	-7%	-11%	-2%
CCC(O)C1CCN(C(=O)c2cc(COc3ccc4ncccc4c3)on2)CC1 (stereo not given)	-13	-6%	4%	0%	-13%	53%[activator]	-1%	-8%	0%
Cc1noc(C)c1CN1C(=O)c2ccccc2C1=O	5	2%	45%[activator]	1%	-6%	11%	-5%	-6%	-2%

Continued (4 carried over from the part before).
SMILES	RXFP1 antagonist	BLM helicase inh	APEX1 inh	Pol kappa inh	Pol eta inh	Pol iota inh	PGK inhibitor	Apoferritin bind	Pol beta inh
O=[N+]([O-])c1ccc(Oc2cccc3cccnc23)c(Cl)c1	-1	-6%	26%	-7%	-6%	63%[activator]	-9%	?	-9%
C=CCc1cc(C)ccc1OCCOCCC(C(=O)OCC)C(=O)OCC	-21	-11%	0%	-15%	-9%	319%[activator]	-7%	-11%	-2%
CCC(O)C1CCN(C(=O)c2cc(COc3ccc4ncccc4c3)on2)CC1 (stereo not given)	-13	-6%	4%	0%	-13%	53%[activator]	-1%	-8%	0%
Cc1noc(C)c1CN1C(=O)c2ccccc2C1=O	5	2%	45%[activator]	1%	-6%	11%	-5%	-6%	-2%
C=CCn1c(COc2ccc(F)cc2)nnc1SCC(=O)N1CC(=O)Nc2ccccc21	-7	3%	-3%	-1%	-2%	20%	1%	-12%	36%
O=c1[nH]c2ccc(NS(=O)(=O)c3ccc4ccccc4c3)cc2[nH]1	-3	0%	-1%	-2%	3%	74%	4%	-4%	-8%
CCCCn1c(N)c(N(CCOC)C(=O)c2ccc(N(C)S(=O)(=O)c3ccc(C)cc3)cc2)c(=O)[nH]c1=O	0	/	-15%	-5%	-16%	13%	-4%	/	/
COC(=O)[C@H](Cc1ccccc1)NC(=O)N1CCC(C)CC1	-8	-9%	12%	-11%	-10%	-2%	-3%	-12%	45%
COCC(=O)NC1CC2CCC(C1)N2C(=S)Nc1ccccc1C(=O)OC (stereo not given)	3	-7%	1%	-1%	0%	130%[activator]	8%	-4%	13%
O=C1COc2ccc(C(=O)NCc3ccco3)cc2N1	7	5%	11%	-2%	-8%	-7%	/	-4%	-8%
N=c1sccn1CC(=O)Nc1ccc(S(N)(=O)=O)cc1	-9	-3%	4%	-2%	-14%	14%	i	-4%	?
O=C1/C(=C\c2ccco2)SC(=S)N1C1CCCCC1	/	-6%	1%	/	/	/	/	-21%	45µM*
Cc1c(Cl)sn(-c2ccc(Cl)cc2)c1=O	?	1%	-9%	-6%	5%	64%[activator]	2%	-19%	-1%
CCOC(=O)c1c(NC(C)=O)c2c3c(sc2n1Cc1nc(-c2ccccc2C)oc1C)CCCC3	-3	1%	/	-9%	-14%	23%	-3%	-8%	0%
COC(=O)CSc1cc([N+](=O)[O-])ccc1NC(=O)OC	-8	-8%	10%	0%	-18%	189%[activator]	4%	-2%	6%
CN(C)c1nc(-c2ccccn2)nnc1-c1ccccc1	10	-5%	-3%	1%	5%	30%	10%	-23%	1%
COc1cc(Br)ccc1C1CC(=O)C(C)C(c2ccc(Br)cc2OC)N1 (stereo not given)	-6	-7%	2%	5%	-18%	-28%	-14%	-3%	9%
CCNC(=O)CC1C(=O)N(c2ccc(C)cc2)C(=O)N1Cc1ccc(C)cc1 (stereo not given)	/	-4%	/	-12%	-8%	12%	-3%	5%	42%
O=c1c2ccccc2nc(SCc2ccc(F)cc2Cl)n1CCCN1CCOCC1	-2	0%	2%	-15%	-16%	-18%	-3%	-19%	-2%
CSc1ccccc1OC1CCN(Cc2ccccc2)CC1	-18	-7%	1%	-7%	-18%	150%[activator]	-9%	-7%	2%
O=c1c2ccc([N+](=O)[O-])cc2ncn1CCOc1cccc(Br)c1	-3	-4%	-11%	0%	-20%	43%[activator]	-1%	-12%	-1%
CC(C)(C)c1cc(C(=O)NNC(=O)Nc2cccc(Cl)c2)n(Cc2ccccc2)n1	?	-7%	1%	-4%	-17%	44%[activator]	-7%	-22%	-1%
COc1cc(C2(O)CCCCC2C)cc(OC)c1OC (stereo not given)	-1	6%	7%	-3%	-9%	-9%	-2%	-10%	14%
O=C(COC(=O)c1cc(Cl)ccc1Cl)Nc1ccc2[nH]c(=O)[nH]c2c1	-25	/	4%	-15%	8%	10%	3%	/	/
COc1ccc(C(=O)NCC(c2cccs2)N2CCOCC2)cc1OC (stereo not given)	4	/	4%	-28%	-4%	?	-4%	/	/
COCCn1c(SCC(=O)Nc2ccc3c(c2)CCC3)nc2ccccc2c1=O	4	-1%	-7%	-7%	1%	-2%	0%	-2%	52%
COc1ccc(CN2CCNC(=O)C2CC(=O)N(C)CCC2CCOCC2)cc1OC (stereo not given)	-26	0%	18%	2%	-6%	14%	i	-4%	17%
COc1ccccc1C1=NOC(Cn2c(NCC3CCCO3)nc3c2c(=O)n(C)c(=O)n3C)C1 (stereo not given)	-12	2%	7%	-15%	3%	151%[activator]	-2%	15%	-3%
Cc1cc(NC(=O)CCC(=O)N(C2CC2)C(C(=O)NC(C)(C)C)c2ccccc2Cl)no1 (stereo not given)	-1	-1%	54%[activator][12.4 µM]	-24%	-6%	137%[activator]	i	-2%	-25%
Cc1cccc(C(=O)OCC(=O)NC(C)CCc2ccccc2)c1 (stereo not given)	-10	-1%	-2%	-14%	-14%	43%[activator]	-6%	-21%	19%
Cc1ccc(NC2CCCN(C(=O)c3ccoc3)C2)cc1C (stereo not given)	6	-2%	-18%	-11%	1%	5%	7%	?	-15%

High-throughput results (PubChem BioAssay)
